hIAP inh – blocks human intestinal alkaline phosphatase; P09923; purified IAP, CDP-Star luminescence, 30 min; inhibition, % at 10 µM; 0.12% of 330,000 active;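 active = inhibition reaching a set limit with compound at 10 µM in the primary screen, cut at about 35% in these data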;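 also: plate controls were DMSO wells with enzyme for no effect and no-enzyme buffer wells for full effect; values of inactives mirror those of a sister screen read the other way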
mIAP activ – increases mouse intestinal alkaline phosphatase activity | muIAP, CDP-Star luminescence, 30 min; hits give high values; 1 = vehicle-only enzyme signal, 0 = enzyme-free wells | activation factor at 10 µM | 0.24% of 330,000 active;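 active = activation factor of at least 2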; also: the source names both 10 and 20 µM as test concentration; values of inactives mirror those of a sister screen read the other way
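also added = chemiluminescent substrate CDP-Star | test system = mouse IAP enzyme | signal = chemiluminescence readout | compound = DMSO-dissolved test compounds | incubation = 30 min at room temperature | benchmarks = DMSO wells, no-enzyme wells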
MPTP inh – permeability transition pore inhibition. inhibition, % at 10 µM. isolated mouse mitochondria, Ca2+ swelling absorbance, 30 min. 1.4% of 360,000 active;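 active = inhibition of 50% or more, scaled per plate between neutral and stimulator controls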;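 also: 0% = DMSO wells given calcium and 100% = 1 mM EGTA wells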
GRIN3A LBD mod – modulators (binders) of human NR3A ligand-binding domain. 2.5% of 340,000 active. AID 1259313. NR3A LBD differential scanning fluorimetry, Tm shift; 0% = protein alone, 100% = glycine-bound protein. Tm shift relative to glycine control, % at 25 µM;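 active = melting temperature shift of at least 10% of the positive control shift, at one fixed dose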
APOBEC3A inh – blocks human APOBEC3A ssDNA deamination; P31941; AID 493011; recombinant A3A, FAM/TAMRA ssDNA deamination fluorescence; inhibition, % at 20 µM; 0.41% of 330,000 active;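 active = at least 40% inhibition at 20 µM here, with at most 30% in a related deaminase screen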;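 also: plate controls were A3A with DMSO for no effect and wells lacking A3A enzyme for full effect; some results filed as inactive read as strong as hits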
Target sequence (P31941 whole entry, looked up): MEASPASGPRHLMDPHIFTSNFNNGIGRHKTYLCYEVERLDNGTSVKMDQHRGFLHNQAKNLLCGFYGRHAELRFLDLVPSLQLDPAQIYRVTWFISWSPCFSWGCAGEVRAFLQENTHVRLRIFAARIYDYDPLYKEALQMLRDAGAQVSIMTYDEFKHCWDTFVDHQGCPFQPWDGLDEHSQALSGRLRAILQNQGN
APOBEC3G inh – APOBEC3G (human) deaminase inhibition | inhibition, % at 20 µM | recombinant A3G, ssDNA deamination FAM/TAMRA fluorescence | 0.28% of 330,000 active | Q9HC16;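 active = inhibition of at least 40% at 20 µM, with no more than 30% in the related APOBEC3A deaminase screen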;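 also: plate controls were DMSO wells with A3G for no effect and wells lacking A3G enzyme for full effect; some compounds called inactive have numbers as strong as hits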
Target sequence (Q9HC16 whole entry, looked up): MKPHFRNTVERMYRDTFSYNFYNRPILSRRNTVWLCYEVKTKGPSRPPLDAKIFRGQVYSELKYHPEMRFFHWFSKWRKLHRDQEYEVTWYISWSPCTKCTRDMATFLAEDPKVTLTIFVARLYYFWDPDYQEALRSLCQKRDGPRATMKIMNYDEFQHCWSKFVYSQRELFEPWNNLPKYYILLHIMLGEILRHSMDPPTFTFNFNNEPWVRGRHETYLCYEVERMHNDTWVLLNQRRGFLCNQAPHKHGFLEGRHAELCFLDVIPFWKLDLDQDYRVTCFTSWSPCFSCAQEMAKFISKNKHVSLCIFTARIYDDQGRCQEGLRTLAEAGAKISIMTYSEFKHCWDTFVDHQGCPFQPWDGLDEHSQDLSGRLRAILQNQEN
mIAP block – mouse IAP inhibition; purified mouse IAP, CDP-Star luminescence, 30 min; inhibition, % at 10 µM; 0.2% of 330,000 active;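 active = inhibition of at least 40% at 10 µM in the primary screen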;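 also: plate controls were DMSO with enzyme for no effect and no enzyme wells for full effect; values of inactives mirror those of a sister screen read the other way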
MIN6 prolif – induces beta-cell replication in MIN6 cells; MIN6 cells proliferation, ATPlite luminescence, 48 h; cells starved in 0.2% serum; 100% = growth in 10% serum; proliferation, % at 10 µM; 0.29% of 330,000 active; AID 2380;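 active = compounds whose signal lies at least 3.5 SD above the mean of all wells on their plate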;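 also: 0% = DMSO-treated cells in low-serum medium and 100% = 10% serum control; some compounds called inactive have numbers as strong as hits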
hIAP act – human IAP activation | P09923 | purified human IAP, CDP-Star luminescence, 30 min; hits give high values; 1 = vehicle-only enzyme, 0 = enzyme-free background | activation factor at 10 µM | 0.16% of 330,000 active | AID 2524;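 active = activation factor of the enzyme at least 2-fold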; also: the source names both 10 and 20 µM as test concentration; values of inactives mirror those of a sister screen read the other way
The depositor's hits bear a star. Rows were taken by chance; any-hit rate near 5%.

Values run as follows: hIAP inh, mIAP activ, MPTP inh, GRIN3A LBD mod, APOBEC3A inh, APOBEC3G inh, mIAP block, MIN6 prolif, hIAP act
Cc1nc(Nc2ccc3c(c2)OCCO3)c2oc3ccccc3c2n1
  4, 0.87, -2.9, -22, -2, -4, 13, 0, 0.96
Cc1cc(C)nc(N/N=C/c2cc(C)n(CC(F)(F)F)c2C)n1
  -3, 1, 0.2, -1, -2, -3, 0, -6, 1
CNC(C)c1ccc(S(N)(=O)=O)cc1 (stereo not given)
  -5, 0.96, 0.5, 2, -1, -3, 4, -1, 1
CCOC(=O)COC(=O)c1ccc(O)cc1
  20, 0.96, -0.8, -2, 2, -3, 4, 3, 0.8
O=c1[nH]c2ccc(NS(=O)(=O)c3ccc([N+](=O)[O-])cc3)cc2[nH]1
  -9, 1, 0.2, 1, 2, 2, -2, 0, 1.1
CCC(c1nnnn1C(C)(C)C)N1CCN(C2CCCC2)CC1 (stereo not given)
  6, 1, 1.8, 1, -1, -11, 0, -3, 0.94
Cc1ccc2c(c1)CCCN2C(=O)NC1CCCCC1
  -8, 1, 1.4, -3, -1, -1, -2, -3, 1.1
O=C(COC(=O)/C=C/c1ccc(S(=O)(=O)N2CCOCC2)cc1)Nc1ccc(F)c(F)c1F
  6, 0.96, 3.2, 0, 1, -1, 4, 0, 0.94
C=C1CCC[C@]2(C)C[C@H]3OC(=O)C(CNCCN(CC)CC)[C@H]3CC12 (stereo not given in full)
  -19, 0.97, -0.7, 0, -3, -8, 2, 0, 1.2
Cc1nn(CC(C)C)c2sc(C(=O)NC3CC(C)(C)NC(C)(C)C3)cc12
  5, 0.99, -1.2, 0, -5, -14, 1, -2, 0.95
CCc1nnc(NC(=O)c2cc(-c3ccccn3)nc3ccc(Br)cc23)s1
  -25, 0.93, 0.6, -2, 0, -4, 7, -6, 1.2
COc1cc(OC)cc(C(=O)NC2CCN(Cc3nnnn3Cc3ccc(F)cc3)CC2)c1
  -10, 1, 0.1, -2, -5, -10, 0, -5, 1.1
CCc1ccc(N(C2C=CS(=O)(=O)C2)S(=O)(=O)c2ccc(C)cc2)cc1 (stereo not given)
  -5, 1, 0.1, -2, 5, -2, -1, 0, 1.1
COCc1cc(C)nc2sc(C(=O)N3CCCCC3)c(N)c12
  6, 1, -1.4, 0, -4, -3, -4, 0, 0.94
Nc1nc(N)c(N=Nc2ccc(S(N)(=O)=O)cc2)c(=O)[nH]1
  13, 0.92, -0.7, 5, 0, -7, 8, 0, 0.87
O=C(NC(=S)Nc1ccc(N2CCCCC2)cc1)c1ccco1
  17, 0.89, -0.2, 0, -2, -2, 11, -2, 0.83
COc1cccc(CNC(=O)c2ccccc2-c2ccccc2)c1
  10, 1.1, -0.6, 4, -3, -10, -8, 2, 0.9
Cc1cccc(NC(=S)N2N=CCC2c2ccccc2)c1 (stereo not given)
  8, 1, 1.0, 0, -4, -6, 0, 1, 0.92
COc1ccc(CN(Cc2cc3cc(OC)c(OC)cc3[nH]c2=O)C(=O)NC2CCCCC2)cc1
  11, 0.92, 1.1, 0, 1, -5, 8, 0, 0.89
COc1ccc(N2CCN(C(c3cccs3)C(C)NC(=O)C(=O)N3CCOCC3)CC2)cc1 (stereo not given)
  -24, 1.1, -1.9, -1, -1, 4, -14, -3, 1.2
CC(=O)NN=C1CCC(c2ccccc2)CC1 (stereo not given)
  6, 1.1, 0.3, 1, -7, -9, -9, 2, 0.94
Cc1ccccc1CN1CCN(C/C=C/c2ccccc2)CC1
  -5, 1, 1.0, 2, -4, -8, -2, -2, 1
COc1cc(/C=C2/C(=N)N3C(c4ccccc4)=CSC3=NC2=O)ccc1OCC(=O)O
  8, 0.92, 1.3, 0, 0, -3, 8, -4, 0.92
Brc1ccc(-c2csc(/N=C/N3CCCC3)n2)cc1
  -11, 1.1, 0.5, 0, -2, -4, -6, -1, 1.1
O=C(COc1ncnc2ccccc12)Nc1cc([N+](=O)[O-])ccc1Cl
  -3, 1, 1.2, 2, 2, -3, -3, -1, 1
COc1ccc(C(=O)COc2ccccc2C(=O)Nc2ccccc2)cc1
  6, 1, 0.6, 3, -7, -3, -1, -1, 0.94
Cc1ccc(CN2CCN(Cc3ccccc3C(F)(F)F)CC2)cc1
  11, 0.96, 2.0, 2, -6, -5, 4, -2, 0.89
Cc1cccc(C)c1OCc1nc2ccccc2c(=O)n1/N=C/c1ccc(OCC(=O)O)cc1
  -14, 1, -3.4, -7, -2, -11, -1, 0, 1.1
N#Cc1ccc(-c2ccc(OCC(O)CN3CCCCC3)cc2)cc1 (stereo not given)
  11, 0.98, 0.9, 0, -3, -9, 2, 0, 0.89
O=C(NC1CCCC1)C(c1ccncc1)N(Cc1ccccc1)C(=O)c1ccc(-c2ccccc2)[nH]1 (stereo not given)
  10, 1.1, 0.4, -1, -3, -8, -11, 0, 0.9
CCCCNC(=O)Cn1c(=O)c2c(ncn2CCC(C)C)n(Cc2ccccc2)c1=O
  -11, 0.93, -1.1, 3, 0, -4, 7, -2, 1.1
Cc1cccc(-c2nnc(-c3ccccc3)o2)c1
  19, 1, -1.4, -2, -4, -7, 0, 0, 0.81
CN(C)c1cccc(C(=O)Nc2ccc(S(=O)(=O)Nc3nccs3)cc2)c1
  -12, 0.86, 0.3, -1, -3, -5, 14, -2, 1.1
CCCC(=O)N(Cc1cc(=O)[nH]c2ccccc12)c1cccc(C)c1
  -1, 1, -0.4, -3, 1, -10, -2, 0, 1
COC(=O)c1c(C)oc(C)c1S(=O)(=O)NCc1ccco1
  -8, 0.93, 1.7, 0, -5, -6, 7, -2, 1.1
CCCOC(=O)C1=C(C)OC23OC(N)=C(C#N)C12C(=O)c1ccccc13 (stereo not given)
  -35, 1.1, 0.3, 1, 0, 1, -6, 2, 1.4
CC(C)C(Nc1ccc(C(F)(F)F)cc1[N+](=O)[O-])C(=O)O (stereo not given)
  4, 0.93, 1.8, 0, -1, -8, 7, 2, 0.96
CCCCN(C)C1CCN(C(=S)Nc2ccc(OCC)cc2)CC1
  6, 0.99, -0.3, -2, 0, -4, 1, -2, 0.94
Cn1nc([N+](=O)[O-])nc1N1CCN(c2ccc(F)cc2)CC1
  -9, 1, -0.7, -1, 3, 5, -1, -3, 1.1
COc1ccc(OCC(O)CN2CCC(CN3C(=O)c4cccc5cccc(c45)C3=O)CC2)cc1 (stereo not given)
  12, 0.91, 19, -2, 10, 5, 9, -4, 0.88
COc1ccc(C(=O)NC(=S)Nc2ccc(S(N)(=O)=O)cc2)cc1
  -8, 0.91, -0.9, -4, 0, 1, 9, -5, 1.1
COc1ccc(OC)c(NC(=O)CN2CCC(NC(=O)c3ccccc3C)CC2)c1
  2, 1.1, -0.3, -1, -2, -2, -5, -3, 0.98
CCCC(=O)Nc1nnc(SCC(=O)Nc2ccc3c(c2)OCO3)s1
  1, 0.89, -2.0, 8, 1, -3, 11, -5, 0.99
O=C(Nc1ccc(C(=O)NN2C(=O)c3ccccc3C2=O)cc1)c1ccccc1
  -5, 0.97, 0.7, 24*, -1, -9, 2, -2, 1.1
C=CCNC(=S)NNc1nc2c(c(=O)[nH]1)C1(CCCC1)Cc1ccccc1-2
  20, 0.97, 11, -2, -2, 0, 3, -4, 0.8
COC(=O)CSc1nnc2n(C3CCCCC3)c(=O)c3c4c(sc3n12)CCCC4
  -36, 0.92, 0.5, -1, 1, 1, 8, -3, 1.4
CC(NCC(=O)Nc1cc(S(=O)(=O)N2CCOCC2)ccc1N1CCOCC1)c1ccco1 (stereo not given)
  -17, 1.1, 0.2, 4, -6, -11, -13, 1, 1.2
CCn1c(COc2ccccc2Cl)nnc1SCC(=O)Nc1ncccc1C
  4, 0.89, -1.2, -1, 1, -9, 11, 0, 0.96
COc1cccc(CN2CCN(CCCc3ccccc3)C(CCO)C2)c1O (stereo not given)
  8, 0.99, 0.1, -7, 0, 2, 1, -3, 0.92
CCOC(=O)N1CCC(Nc2c(NCCCN3CCN(C4CCCCC4)CC3)c(=O)c2=O)CC1
  15, 0.99, 0.5, 1, -2, -5, 1, 1, 0.85
O=c1nc(-c2ccccc2)c2ccccc2[nH]1
  3, 0.93, -1.4, 12*, -1, -5, 7, 0, 0.97
O=C(c1cnn2c(C(F)F)cc(-c3ccccc3)nc12)N1CCOCC1
  -3, 0.93, -1.8, 4, -5, -6, 7, 0, 1
COc1cc(NC(=O)c2cccc(Cl)c2)c(OC)cc1NC(=O)CN1CCCCC1
  -13, 0.95, -0.2, -1, 1, -4, 5, -3, 1.1
CCN(CC)S(=O)(=O)c1cc(F)ccc1OC
  -26, 1, 5.1, 2, -1, -3, 0, -2, 1.3
COc1cc(/C=N/n2nnnc2N)ccc1OCc1c(C)no[n+]1[O-]
  -25, 1, 1.8, -1, 1, -2, -2, -1, 1.2
Cc1ccc(NC(=O)CSc2nc3ccccc3c3nc4ccccc4n23)cc1
  -2, 1.1, -2.1, 0, 2, -5, -6, -3, 1
COc1ccc(-c2cc(N3C(=O)Nc4ccccc4N3O)n[nH]2)cc1
  28, 1.1, 1.1, 3, -3, -5, -6, 3, 0.71
COc1ccc(/C=N/NC(=O)c2cccnc2)cc1CN1CCCc2ccccc21
  1, 0.87, -0.4, -10, 2, -3, 13, -4, 0.99
CSc1ccc(/C=N/n2c(COc3ccccc3)n[nH]c2=S)cc1
  -8, 0.99, 2.9, -6, -7, -4, 1, -3, 1.1
COc1cc(O)oc1C=Nc1ccc(Cl)cc1
  -21, 0.98, 0.4, -1, 1, -7, 2, -3, 1.2
CCOc1ccc(Nc2nc(NCCN3CCOCC3)nc(OC)n2)cc1
  -12, 1.1, -0.2, 0, -2, -9, -6, 2, 1.1
O=C1N2CCSC2=NC1(NS(=O)(=O)c1ccccc1)C(F)(F)F (stereo not given)
  -4, 0.97, -0.6, -1, -16, -4, 2, -1, 1

A second format for part of the listing above:
compound	hIAP inh	mIAP activ	MPTP inh	GRIN3A LBD mod	APOBEC3A inh	APOBEC3G inh	mIAP block	MIN6 prolif	hIAP act
COc1cccc(CN2CCN(CCCc3ccccc3)C(CCO)C2)c1O (stereo not given)	8	0.99	0.1	-7	0	2	1	-3	0.92
CCOC(=O)N1CCC(Nc2c(NCCCN3CCN(C4CCCCC4)CC3)c(=O)c2=O)CC1	15	0.99	0.5	1	-2	-5	1	1	0.85
O=c1nc(-c2ccccc2)c2ccccc2[nH]1	3	0.93	-1.4	12*	-1	-5	7	0	0.97
O=C(c1cnn2c(C(F)F)cc(-c3ccccc3)nc12)N1CCOCC1	-3	0.93	-1.8	4	-5	-6	7	0	1
COc1cc(NC(=O)c2cccc(Cl)c2)c(OC)cc1NC(=O)CN1CCCCC1	-13	0.95	-0.2	-1	1	-4	5	-3	1.1
CCN(CC)S(=O)(=O)c1cc(F)ccc1OC	-26	1	5.1	2	-1	-3	0	-2	1.3
COc1cc(/C=N/n2nnnc2N)ccc1OCc1c(C)no[n+]1[O-]	-25	1	1.8	-1	1	-2	-2	-1	1.2
Cc1ccc(NC(=O)CSc2nc3ccccc3c3nc4ccccc4n23)cc1	-2	1.1	-2.1	0	2	-5	-6	-3	1
COc1ccc(-c2cc(N3C(=O)Nc4ccccc4N3O)n[nH]2)cc1	28	1.1	1.1	3	-3	-5	-6	3	0.71
COc1ccc(/C=N/NC(=O)c2cccnc2)cc1CN1CCCc2ccccc21	1	0.87	-0.4	-10	2	-3	13	-4	0.99
CSc1ccc(/C=N/n2c(COc3ccccc3)n[nH]c2=S)cc1	-8	0.99	2.9	-6	-7	-4	1	-3	1.1
